Screens from PubChem.
PRMT1 inh: blocks human protein arginine methyltransferase 1 | inhibition, % at 2.79 µM | 370,000 tested, 1.3% active | recombinant PRMT1, activity-based probe fluorescence polarization | Q99873;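 active = inhibition above about 21% made by adding two undisclosed values, limit read from the data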
SIAE inh: inhibitors of human sialic acid acetylesterase SIAE. 370,000 tested, 0.69% active. SIAE FP-Rh probe binding, fluorescence polarization. inhibition, % at 9.66 µM. Q9HAT2;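 active = inhibition above a cutoff: mean of compounds within the control limits plus 3 SD of those, cut at about 17% in these data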;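 also: 0% = plate median of compound wells and 100% = probe without SIAE protein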
Target sequence (Q9HAT2 whole entry, looked up): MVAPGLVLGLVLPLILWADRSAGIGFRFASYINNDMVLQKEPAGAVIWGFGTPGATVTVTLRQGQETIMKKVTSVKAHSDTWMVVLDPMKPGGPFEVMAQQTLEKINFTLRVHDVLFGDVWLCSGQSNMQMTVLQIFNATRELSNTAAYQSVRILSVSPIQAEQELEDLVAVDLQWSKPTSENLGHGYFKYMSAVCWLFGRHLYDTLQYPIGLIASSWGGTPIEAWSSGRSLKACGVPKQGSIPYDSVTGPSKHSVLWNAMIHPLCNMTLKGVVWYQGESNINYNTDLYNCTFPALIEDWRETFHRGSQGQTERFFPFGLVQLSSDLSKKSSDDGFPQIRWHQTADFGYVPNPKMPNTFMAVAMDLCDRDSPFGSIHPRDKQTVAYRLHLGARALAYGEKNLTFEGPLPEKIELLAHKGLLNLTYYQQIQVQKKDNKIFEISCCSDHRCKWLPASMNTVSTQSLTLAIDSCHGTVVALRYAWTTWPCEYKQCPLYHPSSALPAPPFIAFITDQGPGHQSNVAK
UHRF1 MBD2 ctr: blocks human UHRF1 binding to methylated DNA; inhibition, % at 4.4 µM; 370,000 tested, 0.75% active; AID 687016; UHRF1 binding to methylated oligo, TR-FRET; Q96T88; in the data active = inhibition above about 21%;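 also: UHRF1 SRA domain binding a hemimethylated CpG hairpin DNA probe; 0% = median of test compound wells and 100% = reference inhibitor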
TCR CD3 inh: human TCR-CD3 binding inhibition | TAMRA-labeled TCR probe fluorescence, biochemical | inhibition, % at 9.4 µM | 360,000 tested, 0.37% active | AID 651800; in the data active = inhibition above about 19%;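 also: recombinant mutant TCR 2C K166C tagged with TAMRA read by polarization; 0% = receptor in buffer alone and 100% = receptor with positive control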
KLK7 zymogen act: proKLK7 (human) activation, primary screen; P49862; purified proKLK7, EDANS-DABCYL substrate fluorescence; 100% is mature enzyme control, 0% vehicle; activation, % at 7 µM; 370,000 tested, 0.9% active;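 active = activation above the mean of all tested compounds plus 3 SD, computed per campaign excluding outliers beyond control limits, cut at about 13% in these data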
LEDGF integ inh: blocks HIV-1 LEDGF/p75-dependent DNA integration; TR-FRET IN-LEDGF/p75 DNA integration, Eu/Cy5; inhibition, % at 3.7 µM; 370,000 tested, 0.64% active; AID 743269;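 active = inhibition above the screen-wide mean plus 3 SD, cut at about 13% in these data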;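 also: signal is the Cy5 over europium emission ratio at 671 and 618 nm; 0% = plate median of compound wells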
Tn7 DDE FP: DD(E)-Tn7 binding inhibition, primary FP screen | FP displacement of FITC-Tn7 peptide from fibrin DD(E); 0% = median of compound wells per plate | inhibition, % at 8.3 µM | 370,000 tested, 0.13% active | AID 720508;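 active = inhibition above the mean of compounds falling within the control limits plus 3 SD of them, cut at about 14% in these data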;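 also: 0% = plate median of compound wells and 100% = 10 µM Aha-Tn7 peptide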
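Assay system: human fibrin DD(E). Input: DD(E) 2 µM final. Medium: Tris buffer with calcium and detergent, pH 7.8. Compound dosing: single point at 8.3 µM. Timing: 10 min plus 3 h, room temperature. Technique: fluorescence polarization of the labelled Tn7 tracer. Read-out: percent inhibition. Replicates: singlicate testing.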
TDP2 inh: blocks human TDP2 phosphodiesterase activity; recombinant TDP2, T5PNP hydrolysis, p-nitrophenol absorbance 415 nm; inhibition, % at 12.8 µM; 370,000 tested, 0.34% active; AID 720702;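 active = inhibition above the mean of all tested compounds plus 3 SD, set per campaign, cut at about 25% in these data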;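 also: 0% = DMSO with enzyme and 100% = buffer with substrate but no TDP2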
Target sequence (O95551 whole entry, looked up): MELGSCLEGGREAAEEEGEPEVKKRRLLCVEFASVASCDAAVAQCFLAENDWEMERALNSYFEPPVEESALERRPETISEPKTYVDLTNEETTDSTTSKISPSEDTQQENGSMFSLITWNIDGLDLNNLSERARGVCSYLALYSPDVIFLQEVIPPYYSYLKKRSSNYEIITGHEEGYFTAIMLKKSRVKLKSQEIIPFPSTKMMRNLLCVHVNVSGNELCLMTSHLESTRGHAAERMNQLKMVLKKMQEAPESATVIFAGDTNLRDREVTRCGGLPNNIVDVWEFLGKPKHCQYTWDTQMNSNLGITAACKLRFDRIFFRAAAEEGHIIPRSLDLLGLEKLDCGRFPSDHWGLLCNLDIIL
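Evaluation: % inhibition relative to enzyme-containing and enzyme-free wells. Material: recombinant human TDP2. Benchmarks: enzyme-free and DMSO wells. Timing: enzyme reaction with compound for 2 h at 37 °C. Compound dosing: 12.8 µM only. Measured by: p-Nitrophenol epi absorbance. Reagent: T5PNP substrate at 5 mM, a TopII-DNA adduct mimic. Replication: single well per compound.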
DDE Tn6 FP inh: disrupts Tn6 cyclic peptide binding to fibrin D-Dimer-E complex; inhibition, % at 8.3 µM; Fibrin DD(E) TRITC-Tn6 fluorescence polarization displacement; 370,000 tested, 0.21% active; P02675;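 active = inhibition above a per-campaign cutoff: mean of compounds within control limits plus 3 SD, cut at about 15% in these data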;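 also: 0% = median of all compound wells on the plate and 100% = blocking peptide control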
MBD2 DNA inh: inhibitors of human MBD2 binding to methylated oligonucleotide. TR-FRET. inhibition, % at 4.4 µM. 370,000 tested, 0.31% active. AID 686964; in the data active = inhibition above about 13%
Numbers without * were called inactive; . = not tested or not shown; & = joins results of further samples. No enrichment for hits, and some 4.6% of all compounds hit somewhere here.

SMILES	PRMT1 inh	SIAE inh	UHRF1 MBD2 ctr	TCR CD3 inh	KLK7 zymogen act	LEDGF integ inh	Tn7 DDE FP	TDP2 inh	DDE Tn6 FP inh	MBD2 DNA inh
Cc1ccc(C=NNc2nc3c([nH]2)c(=O)n(C)c(=O)n3C)cc1	-4	2	-1	-2	-8.4	-3	6	-4	1	-6
COc1ccc(OC)c(S(N)(=O)=O)c1	0	-1	1	-3	0.9	1	-13	-13	3	-1
CC(=O)c1cccc(S(=O)(=O)Nc2ccc3nc(C)sc3c2)c1	5	-1	3	-3	0.5	-3	6	-1	-1	2
N#Cc1c(-c2ccc(F)cc2)nc2n(c1=O)CCS2	1	0	17	6	-0.8	-1	-11	6	-4	0
Cc1c(C)c2ccc(OCC(=O)NC3CCN(Cc4ccccc4)CC3)c(C)c2oc1=O	0	1	-1	-1	-1.6	2	4	-2	10	3
COc1ccc(CNC(=O)CN(c2cc(C)cc(C)c2)S(=O)(=O)c2c(C)noc2C)cc1	-7	2	-1	7	0.3	5	-3	-4	2	-5
COC(=O)c1sccc1NC(=O)CN1CCN(c2ccc(F)cc2)CC1	4	-6	3	1	0.6	0	3	-14	-2	5
CN1C(=O)c2cc(NS(C)(=O)=O)ccc2OC[C@@H]2O[C@@H](CC(=O)NCc3ccc(-c4ccccc4)cc3)CC[C@H]21	-4	8	2	.	-0.3	1	0	3	-6	3
CC(C)Oc1cc2ccccc2cc1CNC[C@H]1O[C@@H](n2cnc3c(N)ncnc32)[C@H](O)[C@@H]1O	-2	0	0	2	0.9	0	9	2	2	-2
CCc1cccc2sc(NC(=O)c3ccc(N4C(=O)CCC4=O)cc3)nc12	2	-7	0	3	-1.0	1	-11	-4	3	4
CC(=O)NC(=S)Nc1ccccc1C(=O)NC1CCCCC1	-5	-5	-1	-5	-0.2	2	-10	-19	-7	0
COc1cccc(C(=O)Nc2cc(C)on2)c1OC	-8	9	2	4	0.0	3	-6	-13	-2	-4
CC(=NO)C1CCC2C3CCC4=CC(=NO)CCC4(C)C3C(O)CC12C (stereo not given)	8	-6	1	-2	-0.7	-4	4	-4	-6	10
O=[N+]([O-])c1ccc(O)c(C=Nc2ccc3nc(-c4ccccc4)[nH]c3c2)c1	-4	12	2	7	65*	-1	1	-5	-2	-4
N#C/C(=C\c1ccncc1)c1nc2ccccc2c(=O)[nH]1	1	3	44*	6	-3.0	1	1	2	7	-1
O=c1c2ccccc2nc2c3ccccc3ncn12	-1	1	3	-4	-0.4	4	-3	-14	-1	-7
COc1ccc(N(CC(=O)NCCSCc2ccco2)S(=O)(=O)c2ccccc2)cc1	2	-5	2	4	0.2	4	-7	1	2	1
O=C(O)c1ccc(-n2cccc2/C=N\NC(=O)c2cc3cc(Br)ccc3o2)cc1	4	-3	62*	29*	0.8	7	-3	0	-11	33*
CC(c1ccc(O)cc1)c1cn(C)c2ccccc12 (stereo not given)	0	3	-2	.	0.1	3	-6	5	0	3
CSc1nc2oc3c(c2c2nncn12)CC(C)(C)SC3	7	6	-2	-2	3.7	-6	-5	1	2	-1
COc1ccc(N2CCN(C(=O)CSc3ccc([N+](=O)[O-])cc3)CC2)cc1	-2	0	1	-4	0.2	-1	0	11	-10	3
CCOc1ccc(-n2c(SCC(=O)NCc3ccco3)nc3c(c2=O)SCC3)cc1	3	-4	7	-6	-0.5	3	0	-2	-7	2
C/C(N)=C(/C#N)C(=O)COC(=O)CCSc1ccccc1	-2&0	5&-2	2&1	5&5	0.5&0.5	9&1	4&-5	-1&-7	2&-1	1&3
CCCCN1CC[C@H]2C=CC[C@@H](C(=O)Nc3ccc(Cl)cc3Cl)[C@H]2C1=O	-1	4	1	-1	-0.7	1	1	0	-1	3

Fetched by compound from the list above (6):
SMILES	PRMT1 inh	SIAE inh	UHRF1 MBD2 ctr	TCR CD3 inh	KLK7 zymogen act	LEDGF integ inh	Tn7 DDE FP	TDP2 inh	DDE Tn6 FP inh	MBD2 DNA inh
CCOc1ccc(-n2c(SCC(=O)NCc3ccco3)nc3c(c2=O)SCC3)cc1	3	-4	7	-6	-0.5	3	0	-2	-7	2
C/C(N)=C(/C#N)C(=O)COC(=O)CCSc1ccccc1	-2&0	5&-2	2&1	5&5	0.5&0.5	9&1	4&-5	-1&-7	2&-1	1&3
O=C(O)c1ccc(-n2cccc2/C=N\NC(=O)c2cc3cc(Br)ccc3o2)cc1	4	-3	62*	29*	0.8	7	-3	0	-11	33*
N#C/C(=C\c1ccncc1)c1nc2ccccc2c(=O)[nH]1	1	3	44*	6	-3.0	1	1	2	7	-1
CSc1nc2oc3c(c2c2nncn12)CC(C)(C)SC3	7	6	-2	-2	3.7	-6	-5	1	2	-1
CC(=NO)C1CCC2C3CCC4=CC(=NO)CCC4(C)C3C(O)CC12C (stereo not given)	8	-6	1	-2	-0.7	-4	4	-4	-6	10

(next part)
SMILES	PRMT1 inh	SIAE inh	UHRF1 MBD2 ctr	TCR CD3 inh	KLK7 zymogen act	LEDGF integ inh	Tn7 DDE FP	TDP2 inh	DDE Tn6 FP inh	MBD2 DNA inh
O=C(c1csc(Nc2cccc3ccccc23)n1)N1CCCC1	0	8	-3	-3	-1.4	7	-7	1	-5	-7
CCCCN(C)CCNC(=O)C(=O)c1c(C)[nH]c2ccccc12	2	2	1	7	-0.9	0	-3	14	2	-5
Cc1ccc(NC(=O)CN2C(=O)N/C(=C/c3ccc(C)o3)C2=O)cc1	76*	14	-1	2	2.0	1	-9	-6	3	-2
O=C(COC(=O)CCS(=O)(=O)c1ccccc1)Nc1ccc(N2CCCCC2)cc1	0	-1	1	4	-0.3	-3	8	4	6	-4
CC(=O)Nc1cccc(Oc2cnc3ccccc3n2)c1	2	-5	2	-2	0.1	-2	-2	2	-6	4
CCCn1c(C(C)Nc2nc(-c3ccc(OC)cc3)cs2)nc2ccccc21 (stereo not given)	2	-2	1	3	-0.3	-1	4	3	2	-4
Cc1ccc(/C(N)=N/OC(=O)c2ccc(F)cc2)cc1	1	-3	1	4	0.4	-2	4	-1	3	-1
COc1ncc(-c2c(-c3ccccc3OC)sc3ccccc23)cn1	1	-2	2	-8	0.4	-2	-4	-1	-2	-2
CC(=O)c1cccc(S(=O)(=O)NCC(c2ccco2)N2CCCCC2)c1 (stereo not given)	-2	8	4	6	0.5	-1	-4	-2	2	1
COC(=O)C1=C(C)N(Cc2ccccc2C(F)(F)F)C(=NCc2ccc3c(c2)OCO3)NC1c1cccc(F)c1 (stereo not given)	0	-5	1	-1	0.0	-4	-5	-7	-10	3
CN1C(=O)CC(N2CCN(CC(=O)N3CCCC3)CC2)C1=O (stereo not given)	1	-1	0	9	-0.4	-1	2	0	8	3
O=C(C1CCCCC1)N1CCN(S(=O)(=O)c2ccc(Cl)cc2)CC1	2	6	0	3	-0.3	-1	-1	6	3	-7
O=C(COC(=O)CNC(=O)c1ccccc1)Nc1nnc(-c2ccccc2)o1	0	-1	-2	-8	0.1	-1	-1	13	0	-1
CC(=O)NS(=O)(=O)c1ccc(NC(=S)NC(=O)COc2ccccc2C)cc1	-1	7	-3	4	0.1	1	0	0	-1	-1
CCOc1ccc(N2C(=O)CN(c3cccc4ccccc34)C2=S)cc1	1	1	-1	6	0.0	-5	-1	2	-6	1
CCN1CCc2c(sc(NC(=O)Cc3ccccc3)c2C(N)=O)C1	3	-1	2	-2	0.9	-4	-3	10	2	1
COc1ccc(C#Cc2cnc3c(c2)C(=O)N([C@@H](C)CO)C[C@@H](C)[C@@H](CN(C)CC2CCOCC2)O3)cc1	-6	-3	0	6	0.3	-1	0	-8	-1	2
O=C(NC1CCSc2ccccc21)c1cccc(Cl)c1 (stereo not given)	-2	-6	-1	11	-0.7	4	1	2	2	-3
O=[N+]([O-])c1cc(S(=O)(=O)NCc2ccco2)ccc1NN=Cc1ccccn1	-4	8	-1	5	-0.1	2	5	-2	7	1
CC(C)[C@H](NC(=O)c1ccc(Cl)cc1Cl)C(=O)NNc1cccc(C(=O)O)c1	5	4	2	-2	0.0	2	-2	-6	-5	4
CCCCn1c(SCC(=O)Nc2nnc(C)s2)nnc1-c1ccoc1C	-1	-3	12	-2	0.0	3	-3	1	8	10
CC(C)CC(=O)Nc1cccc(-c2nc3ccccc3o2)c1	-2	2	-3	-3	-116	-5	5	1	1	-2
Cc1ccc(S(=O)(=O)NCCC2(C(C)C)CCOC(C)(C)C2)cc1 (stereo not given)	0	0	2	-1	0.0	0	4	1	-5	1
CCN(C[C@H]1N[C@@](CC)(C(=O)OC)[C@H]2C(=O)N(Cc3ccccc3)C(=O)[C@@H]12)C(=O)C1CCCCC1	-6	3	0	2	0.1	3	-2	-4	8	0
Cc1cccc(OCC(=O)OCC(=O)Nc2sccc2C(N)=O)c1	5	-6	-1	-3	-0.3	-6	3	-7	4	5
COCCNc1nc(CSc2ccccc2)nc2sc(C)c(C)c12	3	0	1	2	-0.4	-3	4	4	9	2
COc1ccc(N2C(=O)CCC(C(=O)O)C2c2ccccc2OC)cc1 (stereo not given)	7	-2	1	-4	-0.5	-4	-2	8	2	-1
CCN(Cc1ccccc1)C(=O)COC(=O)c1cc(S(=O)(=O)Nc2ccccc2OC)ccc1O	1	-7	10	3	-0.8	3	-4	-2	-2	3
Cc1cc(C)c2sc(NC(=O)C3=COCCO3)nc2c1	-3	-1	0	6	-0.2	2	4	-4	1	-2
OC[C@H]1CC[C@@H]2O[C@H](CCc3ccc(-c4ccc(F)cc4)cc3)[C@@H](n3cc(C4CC4)nn3)C[C@@H]2O1	-2	2	4	.	0.9	-2	3	2	2	4
